RGS4-Gao reg – modulators of RGS4 binding to Galphao, primary screen, biochemical, multiplexed bead flow cytometry; Guanine nucleotide-binding protein G(o) subunit alpha (Homo sapiens), P09471; actives lie on both sides; AID 1415, 2008; binding response (% of control), % at 10 µM; 0.33% of 220,000 active; in the data active means binding response below about 49% or above about 150%; inactive means in between;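 further: fluorescent Galphao activated with aluminum fluoride binding bead-coupled RGS4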
Target sequence (P09471 whole entry, looked up): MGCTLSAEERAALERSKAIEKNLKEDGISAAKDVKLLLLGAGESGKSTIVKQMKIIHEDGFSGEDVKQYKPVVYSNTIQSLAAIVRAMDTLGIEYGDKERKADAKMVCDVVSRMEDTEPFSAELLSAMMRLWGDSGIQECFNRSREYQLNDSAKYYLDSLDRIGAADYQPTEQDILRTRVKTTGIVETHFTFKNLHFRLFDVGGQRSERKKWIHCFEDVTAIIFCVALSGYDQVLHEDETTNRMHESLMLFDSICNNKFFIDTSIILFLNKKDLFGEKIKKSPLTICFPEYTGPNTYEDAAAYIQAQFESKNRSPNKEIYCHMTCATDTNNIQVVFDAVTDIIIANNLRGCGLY
RGS8-Gao – RGS8-Galphao binding modulators, primary screen, biochemical, multiplexed bead flow cytometry | Guanine nucleotide-binding protein G(o) subunit alpha (Homo sapiens), P09471 | actives lie on both sides | response (percent of control binding), % at 10 µM | 0.34% of 220,000 active | AID 1423, 2008; in the data active means response below about 60% or above about 140%; inactive means in between;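 further: Galphao activated as the GDP aluminium fluoride complex binding bead-coupled RGS8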
RGS7-Gao – RGS7-Galphao binding modulators, primary screen, biochemical, multiplexed bead flow cytometry | Guanine nucleotide-binding protein G(o) subunit alpha (Homo sapiens), P09471 | actives lie on both sides | binding response (% of control), % at 10 µM | 0.35% of 220,000 active | AID 1439, 2008; in the data active means binding response below about 49% or above about 150%; inconclusive means no clear call, values can overlap the other calls; inactive means in between;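 further: fluorescent Galphao held in activated GDP-AlF4 state binding bead-coupled RGS7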
Active calls of the source: *; ? = inconclusive.

Sample of the layout, two compounds:
Structure,RGS4-Gao reg,RGS8-Gao,RGS7-Gao
Cc1noc(C)c1S(=O)(=O)Nc1ccccc1Oc1ccccc1,94,97,?
Cc1cccc2sc(NC(=O)[C@H](C)N3C(=O)C4CC=CCC4C3=O)nc12 (stereo partly specified),96,101,?

The whole of this part, previewed entries included:
Structure,RGS4-Gao reg,RGS8-Gao,RGS7-Gao
Cc1noc(C)c1S(=O)(=O)Nc1ccccc1Oc1ccccc1,94,97,?
Cc1cccc2sc(NC(=O)[C@H](C)N3C(=O)C4CC=CCC4C3=O)nc12 (stereo partly specified),96,101,?
C/C(=N/OC(=O)c1ccc(Cl)cc1Cl)c1oc(C)nc1C,108,103,?
Cc1cccc(C(=O)N/C(=C\c2ccc(C)o2)C(=O)O)c1,101,99,?
COc1ccc(C(=O)Nc2ccccc2C(=O)N/N=C/c2ccccn2)cc1OC,99,101,?
COC(=O)Cc1ccc(NC(=S)NNC(=O)C2CC2)cc1,99,100,?
CC(=O)Oc1ccc2oc(-c3ccccc3)c(C(N)=O)c2c1,101,102,?
Cc1ccc2oc(=O)c3cc(C(=O)N4CCN(C)CC4)sc3c2c1,96,97,?
COCCN1C2=C(COC(C)(C)C2)C(=S)NC1c1ccccc1 (stereo unspecified),100,101,?
Cc1cccc2c(=O)cc(C)n(CC(N)=O)c12,97,99,?
CCCn1cc(SCC(N)=O)c2ccccc21,82,90,?
Cc1ccc(NC(=O)O/N=C/c2c(C)nn(C(C)(C)C)c2C)cc1Cl,95,101,?
CN(C)/C=C(/C(=O)c1ccc(Cl)c(Cl)c1)c1nnnn1-c1ccccc1,104,102,?
CC[C@@H]1CC=C[C@H]2[C@H]1C(=O)N(Cc1ccccc1)[C@H]2c1ccc(OC)c(Cl)c1,105,105,?
COC(=O)[C@@H]1C[C@@H]2CC[C@@H](O)C[C@@H]2N1Cc1ccc(OC)cc1,114,105,?
Cc1ccc(NC(=O)c2nsc(Cl)c2Cl)cc1,103,100,?
CCOP(=O)(OCC)c1nc(-c2ccc(OC)cc2)oc1N1CCOCC1,96,101,?
Cc1ccc(N(Cc2cc3ccc(C)cc3[nH]c2=O)S(C)(=O)=O)c(C)c1,84,91,?
Cc1ccc(-n2c(C(C)C)nc3oc4ccccc4c(=O)c3c2=O)cc1,88,94,?
Fc1cc(F)c(C2SCCN2C(=S)Nc2cccc(C(F)(F)F)c2)c(F)c1 (stereo unspecified),99,99,?
COc1ccc(N=Nc2ccc(N)nc2N)cc1,99,98,?
CCN(CC)C(=O)CSc1nnc(-c2ccccn2)n1-c1ccccc1OC,103,102,?
O=C(CNc1ccc2ccccc2c1)N/N=C/c1ccccn1,106,103,?
CC[C@@H]1CC=C[C@H]2[C@H]1C(=O)N(Cc1ccccc1)[C@H]2c1ccc2ccccc2c1,106,100,?
OCCC1CN(Cc2cccn2-c2nccs2)CCN1Cc1ccccc1 (stereo unspecified),107,104,?
Cc1onc(-c2ccccc2)c1C(=O)NCC(O)c1ccccc1 (stereo unspecified),99,98,?
Nc1nc(Nc2ccccc2)sc1C(=O)c1ccccc1,102,104,?
COCC(C)OC(=O)c1c(N)n(-c2ccc(OC)c(OC)c2)c2nc3ccccc3nc12 (stereo unspecified),97,98,?
CCCN(Cc1cc(=O)[nH]c2ccccc12)C(=O)CC,102,100,?
O=C(CC1C(=O)NCCN1C(=O)Nc1ccc(F)cc1)Nc1cc(Cl)ccc1Cl (stereo unspecified),138,105,?
CC(=O)c1cccc(Nc2cc(C)nc3ccccc23)c1,103,100,?
CCn1nc(C)c(CNC(=O)c2cc(COc3ccc(F)cc3Cl)on2)c1C,103,102,?
COc1ccc(C)cc1NC(=O)c1nn(C)cc1Br,98,101,?
CC(=O)c1ccc(N2C(=O)[C@@H]3[C@H](C2=O)[C@H]2c4ccccc4C=NN2[C@@H]3C(C)=O)cc1,97,98,?
NC(=O)NC(CC(=O)NCCc1ccc(S(N)(=O)=O)cc1)c1ccccc1Cl (stereo unspecified),104,103,?
CN(C)N=Nc1nc2c(c(=O)n(C)c(=O)n2C)n1CC1CO1 (stereo unspecified),102,101,?
Cc1noc(-c2ccc(C(F)(F)F)cc2)c1NC(=O)Nc1ccc(Cl)cc1,100,101,?
O=C(Nc1ccc2c(c1)OCCO2)c1cccnc1Oc1ccc(Cl)cc1,116,102,?
CC(C)(C)N1OC2CC1c1nc3ccccc3n1C2 (stereo unspecified),106,102,?
CCOc1ccc(-n2c(SCC(N)=O)nnc2-c2cccnc2)cc1,96,101,?
Nc1ccc(/C=C/c2ccc3ncccc3c2)cc1,106,101,?
COc1cc(NC2c3ccccc3C(=O)N2Cc2ccc3c(c2)OCO3)cc(OC)c1 (stereo unspecified),103,99,?
Cn1c(N)c(C(=O)COC(=O)c2ccc(Cl)c(S(=O)(=O)N3CCCC3)c2)c(=O)n(C)c1=O,98,99,?
COc1ccc2[nH]c3c(C)c4ccncc4c(C)c3c2c1,107,102,?
CCCn1nnc(NC(=S)NC(=O)/C=C/c2ccco2)n1,97,99,?
CCCc1cnc(N2CCN(S(C)(=O)=O)CC2)nc1,91,93,?
COc1c(C)cc(C(=O)C2CCCN(C(=O)CCCn3cncn3)C2)cc1C (stereo unspecified),94,94,?
COc1ccc(C2CC3(O)NC(=O)C(C#N)(C3C)C2(C#N)C#N)cc1 (stereo unspecified),104,102,?
COc1ccc(NC(=O)COC(=O)c2cc(OC)c(OC)c(OC)c2)c([N+](=O)[O-])c1,103,104,?
CC(Nc1c([N+](=O)[O-])c(=O)oc2ccccc12)c1ccccc1 (stereo unspecified),100,99,?
O=C(N/N=C/c1cccc(NC(=O)c2ccc(Cl)cc2)c1)c1cccc(O)c1,101,99,?
Cn1c(=O)c2c(ncn2CC(=O)N/N=C/c2c[nH]c3ccccc23)n(C)c1=O,101,100,?
COc1ccc(C2C3=C(CCCC3=O)NC3=C2C(=O)c2ccccc23)cc1 (stereo unspecified),104,101,?
O=c1[nH]nc(SCc2nnc(-c3ccc([N+](=O)[O-])cc3)o2)n1C1CCCCC1,103,100,?
Cc1cc(C)c2c(N)c(-c3nnc(SCc4ccc(Cl)cc4)n3C)sc2n1,97,101,?
O=C(CSc1ncnc2scc(-c3ccccc3)c12)NC1CCS(=O)(=O)C1 (stereo unspecified),104,104,?

More entries
Structure,RGS4-Gao reg,RGS8-Gao,RGS7-Gao
CC1=NN(Cc2ccccc2)C(=O)C1C(c1ccncc1)C(C#N)C#N (stereo unspecified),107,99,?
S=c1[nH]nc(-c2ccccn2)n1/N=C/c1ccc(Cl)c(Cl)c1,89,96,?
COCCn1c(SCC(=O)Nc2cc(OC)ccc2OC)nc2c(c1=O)SC(C)C2 (stereo unspecified),88,95,?
Cc1ccc(/C=C/C(=O)O)cc1S(=O)(=O)N1CCCCC1,102,101,?
O=C1OCCC1Sc1nnc(-c2ccc(Cl)cc2Cl)o1 (stereo unspecified),98,100,?
CC(C)(C)C(=O)N1CCN(c2ccc([N+](=O)[O-])cc2-n2cccc2)CC1,102,102,?
CCN(C(=O)c1cc2c(C)nc3ccccc3c2o1)c1cc(Cl)ccc1OC,100,103,?
COc1ccc(/C=N/n2c(-c3cc(C)[nH]n3)n[nH]c2=S)cc1,101,99,?
CCCCN(C(=O)c1ccc(S(=O)(=O)N(C)C)cc1)c1ccccc1,99,98,?
O=C(NCc1cccnc1)c1ccc2c(c1)N(Cc1ccccc1)CCS2,104,102,?
Oc1ccc2ccccc2c1N=Nc1nccs1,100,100,?
COc1ccc(N=CC2=C(O)CC(C)(C)CC2=O)cc1OC,102,103,?
O=S(=O)(NCc1ccccc1)c1cccc2nsnc12,95,99,?
O=C(C1CCCCC1)N1CCc2[nH]c3ccc(F)cc3c2C1,117,98,?
O=C1C2C(c3cccc(/C=C/c4ccccc4)c3)CC=CC2C(c2ccc3ccccc3c2)N1Cc1ccccc1 (stereo unspecified),101,100,?
Cc1nc(CS(=O)(=O)c2ccccn2)sc1C(=O)NNC(=O)c1c(F)cccc1Cl,99,100,?
Cc1ccccc1NC(=O)CN1C(=O)CSc2ccccc21,98,98,?
CC12CCC(C(=O)Nc3ccccc3Cl)([C@H](Br)C1=O)C2(C)C (stereo partly specified),96,100,?
CC1CC(C)CN(CCCNC(=O)C2CCN(c3ncnc4c3sc3cccc(F)c34)CC2)C1 (stereo unspecified),102,100,?
C=CCOc1ccc(/C=C2\SC(=S)N(N3CCOCC3)C2=O)cc1,99,101,?
CCCCNc1ccc(C(CC(N)=O)NC(=O)Cc2ccc(Br)cc2)cc1[N+](=O)[O-] (stereo unspecified),101,102,?
Cc1cc(SCC(=O)Nc2ccc(O)cc2)n2ncc(-c3ccccc3)c2n1,99,99,?
Cc1ccc(CSc2nnc(CCCCCNC(=O)OC(C)(C)C)o2)cc1,105,101,?
O=C(Nc1ccccc1Cl)Oc1ccc(Cl)cc1Cl,122,111,?

Quoted from the listing:
Result of COc1ccc(N=CC2=C(O)CC(C)(C)CC2=O)cc1OC under RGS4-Gao reg: 102
Result of CCCCNc1ccc(C(CC(N)=O)NC(=O)Cc2ccc(Br)cc2)cc1[N+](=O)[O-] (stereo unspecified) under RGS4-Gao reg: 101
Result of COc1cc(NC2c3ccccc3C(=O)N2Cc2ccc3c(c2)OCO3)cc(OC)c1 (stereo unspecified) under RGS8-Gao: 99
Result of Cc1ccc(-n2c(C(C)C)nc3oc4ccccc4c(=O)c3c2=O)cc1 under RGS8-Gao: 94
Result of CC12CCC(C(=O)Nc3ccccc3Cl)([C@H](Br)C1=O)C2(C)C (stereo partly specified) under RGS4-Gao reg: 96

Following part:
Structure,RGS4-Gao reg,RGS8-Gao,RGS7-Gao
Cc1nc(SCC(=O)O)c(C#N)c(-c2ccco2)c1C(=O)N(C)C,104,101,?
CCOC(=O)c1ccc(NC(=O)c2nc[nH]c2C(=O)N[C@@H](Cc2ccccc2)C(=O)OC(C)(C)C)cc1,97,93,?
Cc1[nH]c2ccccc2c1/C=N/NC(=O)CNC(=O)c1ccc2c(c1)OCCO2,101,100,?
CC(=O)CC1(O)C(=O)Nc2ccccc21 (stereo unspecified),110,105,?
CCOc1ncccc1C(=O)Nc1ccccc1F,108,111,?
O=C(N/N=C/c1cccc(NC(=O)c2ccc(Cl)cc2)c1)c1ccc(O)cc1,103,103,?
O=C(Nc1cccc(-c2nc3ccccc3[nH]2)c1)c1ccc(C(=O)Nc2cccc(-c3nc4ccccc4[nH]3)c2)cc1,132,112,?
Cc1ccc(Nc2cc(C)c3ccc(O)cc3n2)cc1C,100,99,?

Record cards (already shown).
Cc1nc(SCC(=O)O)c(C#N)c(-c2ccco2)c1C(=O)N(C)C is listed as RGS4-Gao reg: 104; RGS8-Gao: 101; RGS7-Gao: ?
Cc1ccc(Nc2cc(C)c3ccc(O)cc3n2)cc1C is listed as RGS4-Gao reg: 100; RGS8-Gao: 99; RGS7-Gao: ?

Carrying on:
Structure,RGS4-Gao reg,RGS8-Gao,RGS7-Gao
Cn1cccc1/C=C1\SC(=Nc2ccc(O)cc2)NC1=O,92,97,?
COc1cc2oc(=O)ccc2c(OC)c1CC(O)C(C)(C)O (stereo unspecified),96,99,?
C/C(=N\O)c1ccn(S(=O)(=O)c2ccc(Cl)cc2)c1,102,101,?
Cn1nnnc1SCc1nc2scc(-c3ccc(Cl)cc3)c2c(=O)[nH]1,103,102,?

6 entries from above, ordered by molecular weight, largest number first:
Structure,RGS4-Gao reg,RGS8-Gao,RGS7-Gao
Cn1nnnc1SCc1nc2scc(-c3ccc(Cl)cc3)c2c(=O)[nH]1,103,102,?
COc1cc2oc(=O)ccc2c(OC)c1CC(O)C(C)(C)O (stereo unspecified),96,99,?
Cn1cccc1/C=C1\SC(=Nc2ccc(O)cc2)NC1=O,92,97,?
Cc1ccc(Nc2cc(C)c3ccc(O)cc3n2)cc1C,100,99,?
CCOc1ncccc1C(=O)Nc1ccccc1F,108,111,?
CC(=O)CC1(O)C(=O)Nc2ccccc21 (stereo unspecified),110,105,?

Some of the compounds tested (hit frequency here may not be typical).
